# Screening data from PubChem BioAssay.
# RSV CPE inhibition = inhibition of RSV-induced cytopathic effect – HEp-2 cells, primary 10 µM value included (AID 2391); one-dose CPE inhibition, % at 10 µM; IC50 in µM for titrated hits; HEp-2 cells, RSV-induced CPE inhibition; higher % means a stronger effect; hit rate 0.13% among 310,000; in the data active means a potency from the dose series; inconclusive means CPE inhibition mostly from about 23% at the one dose, without a potency; inactive means the rest, 99 in 100 with CPE inhibition below about 21%; further: strong numbers were not always called active
# Dengue-2 NS5 capping = Dengue-2 NS5 methyltransferase inhibitors, primary screen, biochemical, confirmation dose response (AID 588689); Dengue-2 NS5 methyltransferase capping enzyme assay, biochemical; higher % means a stronger effect; inhibition, % at 25 µM, or IC50 in µM where a hit was titrated; hit rate 0.3% among 340,000; in the data active means a potency from the dose series; inconclusive means inhibition above about 29% without an active follow-up result
# K1F lysis inhibition = inhibition of K1F phage lysis, E. coli UTI89, bacterial capsule biogenesis inhibitors, alamar blue (AID 488966); E. coli UTI89 K1F phage lysis, alamar blue, 2 h; higher % means a stronger effect; one-dose inhibition, % at 100 µM; IC50 in µM for titrated hits; hit rate 0.02% among 340,000;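 active means phage lysis inhibition, versus mean bacterial control, above a set limit; inconclusive means no clear call, values can overlap the other calls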;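 further: capsule biogenesis inhibitors block K1F phage lysis so surviving cells raise fluorescence; higher fluorescence means more inhibition of phage lysis; actives were called in the ten point dose series up to 300 µM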
# CSM14.1 death rescue = protection against thapsigargin-triggered cell killing – 384-well, CSM14.1, ATP luminescence, primary screen (AID 1222); 190,000 tested, under 10 active; CSM14.1 thapsigargin-induced death rescue, ATP luminescence; higher % means a stronger effect; cellular ATP content (survival), % at 20 µM, or EC50 in µM where a hit was titrated;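 active means EC50 below 50 µM in the dose-response confirmation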;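 further: death triggered by thapsigargin at about 15 µM added after 2 h compound pretreatment; cell ATP read after overnight thapsigargin exposure of roughly 18 to 22 hours; normalized against plate controls of thapsigargin alone and 5% DMSO vehicle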
# Large T inhibition = TAg ATPase/helicase activity blockers – biochemical (AID 1903). SV40 large T antigen ATPase/helicase inhibition assay; higher % means a stronger effect. hit rate 0.39% among 310,000. inhibition, % at 20 µM, or IC50 in µM where a hit was titrated; in the data active means a potency from the dose series; inconclusive means inhibition mostly from about 32% at the one dose, without a potency; inactive means the rest, 99 in 100 with inhibition below about 32%; further: strong numbers were not always called active
# WT yeast gro inh = growth inhibition of WT yeast, mitochondrial fusion screen. mitochondrial fusion phenotypic screen, WT strain. inhibition, % at 10 µM. hit rate 2.1% among 190,000; in the data active means inhibition above about 58%; tested in S. cerevisiae
# XIAP antagonists = XIAP antagonists, biochemical, IAP family, fluorescence polarization (AID 1018); hit rate 0.007% among 200,000; XIAP BIR domain, fluorescence polarization peptide displacement; higher % means a stronger effect; displacement, % at 20 µM, or IC50 in µM where a hit was titrated; in the data active means displacement above about 50%; further: a part of the inactive calls stands beside numbers as strong as those of hits
# Yfh1-depleted yeast = enhancers of respiration in Yfh1-depleted yeast, dose response, Friedreich's ataxia, plus single-dose screen (AID 1465); S. cerevisiae Yfh1-off respiration, WST-1 reduction, 72 h; higher fold induction means a stronger effect; fold induction at 50 µM, or EC50 in µM where a hit was titrated; hit rate 0.074% among 220,000;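 active means fold induction of absorbance versus untreated yeast above a set limit, then at least 30% activation at any dose in follow-up; inconclusive means repeats straddling the limit, or above it without dose testing; inactive means fold induction below the set limit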;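 further: activators that raise dye reduction in frataxin-depleted yeast; strong numbers were not always called active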
# West Nile antiviral = inhibition of WNV-induced cytopathic effect – cell-based, CPE readout (AID 1621) | West Nile virus-infected cells, CPE inhibition; higher % means a stronger effect | hit rate 0.02% among 290,000 | CPE inhibition, % at 10 µM; hits with a dose series show IC50 in µM; in the data active means a potency from the dose series; inconclusive means CPE inhibition mostly from about 3.7% at the one dose, without a potency; inactive means the rest, 99 in 100 with CPE inhibition below about 2.2%; further: strong numbers were not always called active
# WT yeast gro inh mutant strain = also measured in WT yeast gro inh; calls as there; inhibition, %; mitochondrial fusion phenotypic screen, mutant strain inhibition
# Dengue-2 NS5 capping pilot replicate = second read-out of Dengue-2 NS5 capping, no call of its own (marks repeat the call); inhibition, %; measured here: pilot screen replicate inhibition
# Active calls of the source: *; i = inactive; ? = inconclusive; · = not tested or not shown; [ ] = dose if it differs, or a comment. Rows were taken by chance; any-hit rate near 2.2%.
SMILES,RSV CPE inhibition,Dengue-2 NS5 capping,K1F lysis inhibition,CSM14.1 death rescue,Large T inhibition,WT yeast gro inh,WT yeast gro inh mutant strain,XIAP antagonists,Yfh1-depleted yeast,West Nile antiviral,others
COCCN(C(=O)c1ccccc1)c1nc(-c2ccc(OC)cc2)cs1,0.2%,-7%,-0.3%,·,4%,·,·,·,·,-1.0%,
N#C/C(=C\c1cccc([N+](=O)[O-])c1)C(=O)Nc1cccnc1,3.8%,-11%,0.2%,-1.6%,9%,3,8,-2.6%,i,-0.2%,
O=C(OC1CCCCC1)c1ccc(NC(=O)C2CCCCC2)cc1,?,0%,0.7%,-0.3%,-4%,26,0,-1.2%,i,1.1%,
O=C(COc1ccc2c(c1)C(=O)CC1(CCCCC1)O2)NCc1ccccn1,-0.9%,-1%,0.7%,-1.6%,14%,7,4,-14%,i,0.2%,
COc1ccc(NC(=O)c2cc3c(Cl)nc4ccccc4c3s2)c(OC)c1,3.8%,-2%,1.1%[50 µM],-2.3%,5%,-6,-33,-2.7%,i,-0.2%,
O=C(COc1ccccc1)Nc1ccc2oc(=O)ccc2c1,-0.2%,-3%,0.7%,·,-1%,·,·,·,·,0.1%,
O=C1CNC(=S)N1Cc1cccc(Cl)c1,1.0%,-6%,9.2%,·,4%,·,·,·,·,0.2%,
COC(=O)C1=CN(Cc2ccccc2)C=C(C(=O)OC)C1c1cc(F)ccc1F,7.0%,-5%,1.2%[50 µM],·,8%,·,·,·,·,-0.8%,
S=C(Nc1ccc2nsnc2c1)N1CCCCCC1,-1.3%,·,0.1%,-0.8%,6%,-2,12,-23%,i,-0.1%,
COc1cc(/C=N/NC(=O)c2cccnc2)ccc1OC(=O)c1cccc(Br)c1,21%,8%,0.1%,·,26%,·,·,·,·,0.1%,
CC12C=CC3(O1)C(C(=O)N(c1cccnc1)C3C(=O)NC1CCCCC1)C2C(=O)Nc1ccccc1 (stereo not drawn),1.1%,7%,0.3%,-2.7%,8%,2,-1,-1.1%,i,0.3%,
O=C(O)C1(NS(=O)(=O)c2ccc(Cl)cc2)CCCCC1,-0.4%,-2%,0.5%,7.0%,10%,2,-6,-2.0%,i,0.4%,
Cc1cccc(NC(=O)N2CCC(NC(=O)c3ccccc3C)CC2)c1,1.9%,-7%,-0.1%,-1.5%,2%,2,-13,2.7%,i,0.2%,
Cc1ccc2c(c1)C1CC(C)(O2)N(c2cccc(C(=O)NCc3ccccn3)c2)C(=O)N1 (stereo not drawn),-0.1%,-2%,0.2%,·,14%,·,·,·,·,0.2%,
Cc1ccc(C2=N/C(=C\N3CCCCC3)C(=O)O2)cc1,3.1%,-4%,0.5%,-0.9%,3%,3,15,-11%,i,-0.8%,Dengue-2 NS5 capping pilot replicate=-5.6
CCOC(=O)CN1C(=O)C(CC)Oc2ccc(Cl)cc21 (stereo not drawn),1.1%,-12%,-1.2%,-1.9%,-12%,8,13,-0.1%,i,0.5%,
Cc1nn(Cc2ccc(C(=O)N3N=C(C(F)F)CC3(O)C(F)F)cc2)c(C)c1[N+](=O)[O-] (stereo not drawn),-1.9%,-4%,i,-0.9%,12%,-4,-3,-1.9%,i,-1.0%,
CC(C)(C)C(=O)NCCc1nc(-c2ccccc2)no1,3.1%,-4%,1.9%,·,8%,·,·,·,i,-1.0%,
COc1ccc(S(=O)(=O)NCCc2ccccc2)cc1,-0.3%,0%,0.2%,-1.3%,5%,-43,-41,2.2%,i,-0.5%,
O=C(Nc1ccc([N+](=O)[O-])cc1)Nc1ccc(OC(F)F)c(Cl)c1,-1.5%,-7%,-15%,-1.7%,0%,84*,81*,1.4%,i,-1.3%,
CC(=O)NC(=S)Nc1ccc(NC(=O)COc2ccc(C(C)C)cc2)cc1,1.9%,-5%,0.1%,-3.5%,5%,8,10,0.1%,i,-0.8%,
COC(=O)c1sccc1NC(=O)Nc1ccc(F)cc1F,-0.2%,-11%,-0.4%[50 µM],·,15%,·,·,·,·,0.3%,
Cc1ccc(NC(=O)C2CCN(S(C)(=O)=O)CC2)cc1,6.3%,-4%,5.8%,-1.0%,2%,14,8,-3.4%,i,0.2%,
Cc1cc(NC(=O)COC(=O)C2CCC(=O)N2)c([N+](=O)[O-])cc1C (stereo not drawn),2.1%,-5%,0.3%,-0.9%,8%,-5,5,-4.2%,i,0.4%,
COCCCNC(=S)N(Cc1ccccc1)Cc1nc2ccccc2c(=O)[nH]1,2.3%,-1%,0.2%,0.1%,6%,2,-13,-6.5%,i,-1.1%,

# Not a retest: an excerpt of the list.
SMILES,RSV CPE inhibition,Dengue-2 NS5 capping,K1F lysis inhibition,CSM14.1 death rescue,Large T inhibition,WT yeast gro inh,WT yeast gro inh mutant strain,XIAP antagonists,Yfh1-depleted yeast,West Nile antiviral,others
CC(=O)NC(=S)Nc1ccc(NC(=O)COc2ccc(C(C)C)cc2)cc1,1.9%,-5%,0.1%,-3.5%,5%,8,10,0.1%,i,-0.8%,
COC(=O)c1sccc1NC(=O)Nc1ccc(F)cc1F,-0.2%,-11%,-0.4%[50 µM],·,15%,·,·,·,·,0.3%,
Cc1ccc(NC(=O)C2CCN(S(C)(=O)=O)CC2)cc1,6.3%,-4%,5.8%,-1.0%,2%,14,8,-3.4%,i,0.2%,
Cc1cc(NC(=O)COC(=O)C2CCC(=O)N2)c([N+](=O)[O-])cc1C (stereo not drawn),2.1%,-5%,0.3%,-0.9%,8%,-5,5,-4.2%,i,0.4%,
COCCCNC(=S)N(Cc1ccccc1)Cc1nc2ccccc2c(=O)[nH]1,2.3%,-1%,0.2%,0.1%,6%,2,-13,-6.5%,i,-1.1%,

# More compounds follow:
SMILES,RSV CPE inhibition,Dengue-2 NS5 capping,K1F lysis inhibition,CSM14.1 death rescue,Large T inhibition,WT yeast gro inh,WT yeast gro inh mutant strain,XIAP antagonists,Yfh1-depleted yeast,West Nile antiviral,others
C=CCn1c(SCn2nnc3ccccc3c2=O)nc2scc(-c3cccs3)c2c1=O,-0.3%,1%,0.4%,0.1%,15%,-5,4,-2.5%,i,1.0%,
O=C(c1cc(F)ccc1F)C1CCCN(C(=O)c2ccco2)C1 (stereo not drawn),0.6%,-5%,-0.2%,0.9%,6%,9,-5,-4.9%,i,0.0%,
C=CCn1c(NCc2ccc(OC)cc2)nc2ccccc21,0.6%,-6%,0.2%,·,6%,·,·,·,·,-1.4%,
CC1CCCC(C)N1C(=O)COc1ccc([N+](=O)[O-])cc1Cl (stereo not drawn),3.0%,1%,0.0%,-0.5%,7%,5,9,-4.3%,i,-0.9%,
COc1cc2c(cc1OC)C(c1cccc(Cl)c1Cl)CC(=O)N2 (stereo not drawn),0.6%,-2%,-2.2%,·,16%,·,·,·,·,-1.3%,
Cc1ccccc1NC(=O)Cc1cccs1,1.1%,-8%,0.4%,·,7%,·,·,·,·,-0.2%,Dengue-2 NS5 capping pilot replicate=-5.5
CCOCCCN(C)C1CCN(C(=O)c2oc3ccccc3c2NC(=O)Cc2ccc(F)cc2)CC1,-0.7%,5%,0.0%,·,7%,·,·,·,·,-0.2%,
CC(C)c1ccccc1NC(=S)N1CCN(Cc2ccc3c(c2)OCO3)CC1,4.3%,-2%,0.3%,0.1%,7%,40,39,-9.2%,i,-0.1%,
COc1cccc(-c2nc(-c3ccc(NC(=O)c4cccs4)cc3)no2)c1,1.8%,-4%,0.1%,-1.2%,2%,58*,-3.6*,-1.9%,i,-0.1%,
O=C(Cc1ccc([N+](=O)[O-])cc1)N/N=C/c1ccccc1F,-0.9%,6%,-0.7%,·,8%,·,·,·,·,-0.7%,
CCOC(=O)c1nc(NNC(=O)c2ccc([N+](=O)[O-])cc2)sc1C,4.9%,17%,0.3%,·,22%,·,·,·,·,-2.1%,
Cc1ccc(-c2ccc(CCC(=O)O)n2-c2cccc(O)c2)cc1,0.2%,-4%,12%,-0.9%,25%,7,9,-4.3%,i,-0.2%,
OCCn1c(SCCOc2ccccc2F)nc2ccccc21,1.7%,-6%,i,·,3%,3,3,-2.2%,i,0.1%,
CCOC(=O)[C@H]1[C@H]2COc3ccccc3[C@@H]2N2C(=O)c3ccc(C)cc3NC(=O)[C@@]12C,-0.6%,-6%,10%,·,16%,·,·,·,·,·,
NC(=S)N=Nc1c(O)n(C2OC(=O)c3ccccc32)c2ccccc12 (stereo not drawn),4.5%,-6%,-1.0%,-2.2%,2%,-5,-1,-5.4%,·,·,
C/C(=N\Nc1nc2ccccc2[nH]1)c1ccc(N2CCOCC2)cc1,9.8%,-8%,1.6%,-4.7%,11%,34,9,-2.4%,i,-1.9%,
c1ccc(CN(Cc2cccs2)C(c2cccs2)c2nnnn2C2CCCC2)cc1 (stereo not drawn),5.9%,-3%,0.9%,5.2%,7%,26,-10,-5.5%,i,-1.0%,
CCOc1ccccc1C1C(C#N)=C(N)Nc2onc(-c3ccccc3)c21 (stereo not drawn),·,-8%,-0.3%,-0.5%,26%,16,14,0.3%,i,1.3%,
CC(C)CCNC(=O)C(c1ccc(O)cc1)N(C(=O)C1COc2ccccc2O1)c1cccc(O)c1 (stereo not drawn),1.1%,1%,-1.1%,-2.7%,23%,0,-8,-6.3%,i,-0.4%,
CCOc1ncccc1C(=O)Nc1ncc(C)s1,5.3%,-6%,0.1%,-0.8%,8%,-7,29,-4.5%,i,-0.8%,
CCN(CC(=O)Nc1ccc2c(c1)OCCO2)C(=O)CC(NC(C)=O)c1ccccc1 (stereo not drawn),-2.0%,-8%,0.8%[50 µM],·,10%,·,·,·,·,·,
CN1CCN(c2oc(-c3ccco3)nc2S(=O)(=O)c2ccccc2)CC1,1.1%,1%,-0.7%[50 µM],-1.7%,13%,-6,-5,-3.3%,i,-0.1%,
CC(NS(=O)(=O)c1ccc([N+](=O)[O-])cc1)C(c1cccs1)N1CCOCC1 (stereo not drawn),0.8%,1%,-0.2%,-0.5%,7%,-1,1,-0.1%,i,0.8%,
Cn1c(CS(=O)Cc2c(Cl)cccc2Cl)nnc1SCc1c(Cl)cccc1Cl (stereo not drawn),3.2%,6%,4.1%,-1.2%,2%,3,1,-4.6%,i,-0.6%,
CC(NC(=O)C12CC3CC(C1)CC(n1cncn1)(C3)C2)C12CC3CC(CC(C3)C1)C2 (stereo not drawn),5.7%,1%,0.0%,-5.5%,-5%,-14,-8,-9.4%,i,-0.2%,
CC1CCN(S(=O)(=O)c2cc(F)ccc2CN2C(=O)c3cccnc3C2=O)CC1,2.0%,-4%,-0.3%,·,10%,·,·,·,·,0.4%,
COc1cc(C(=O)C(=O)c2cc(OC)c(O)c(OC)c2)cc(OC)c1O,2.7%,3%,0.0%,·,19%,·,·,·,i,-0.1%,
COc1cc(C(=S)N2CCOCC2)cc(OC)c1OS(=O)(=O)c1ccc(Cl)cc1,0.1%,7%,1.9%,·,4%,·,·,·,·,-1.6%,
